Compound activity: PubChem, The Scripps Research Institute Molecular Screening Center
TTR transcr act: TTR transcription activators in neuroblastoma reporter cells, primary screen, cell-based, luminescence, SH-SY5Y, TTR promoter Gaussia luciferase; 1.3% of 92,000 active; 100% = recombinant luciferase protein wells; activation, % at 16.7 µM; AID 1117267, 2014;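 active means activation above the mean of all tested compounds plus 3 SD, cut at about 9.5% in these data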;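 further: cells exposed to compounds for one day before reading; 0% = median of all test compound wells on the plate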
* marks the source's active call; other numbers are inactive results. Only part of the results is shown, so the mix of outcomes need not match the whole.

TTR transcr act	canonical_smiles
1.8	COc1ccc(S(=O)(=O)NCCSCc2ccco2)cc1
-1.1	O=C(Nc1nnc([C@@H]2C[C@H](O)[C@@H](CO)O2)s1)NC(c1ccccc1)c1ccccc1
-0.2	Fc1cccc(Cn2cc(C(=S)N3CCOCC3)c3ccccc32)c1
2.2	Cc1ccccc1NS(=O)(=O)c1ccc(C(=O)OCC(=O)NCC(C)C)cc1
-0.3	CCc1nn(CC(=O)NCCCN(CC)CC)c(=O)c2cc3sc(C)cc3n12
0.0	CCn1c(SCC(=O)Nc2ncc(C(F)(F)F)cc2Cl)nnc1-c1ccccc1
2.6	Cc1ccc(C(NC(=O)/C=C\c2ccc3c(c2)OCO3)C(=O)Nc2ccc3c(c2)OCO3)cc1 (configuration not stated)
1.4	O=C(c1cccc(S(=O)(=O)N2CCOCC2)c1)N(CCO)Cc1ccccc1
-0.6	CCN(CC)S(=O)(=O)c1ccc(F)c(C(=O)NCCC(C)C)c1
0.3	COC(=O)c1ccc(CSc2n[nH]c(-c3ccccc3)n2)o1
-2.9	COc1ccccc1CNC(=O)CSc1nc(N)c(C#N)c(-c2cccs2)c1C#N
-1.7	CCOCC(=O)Nc1nc2ccc(S(C)(=O)=O)cc2s1
-2.6	O=C(CCNc1ccc(F)cc1)c1cccc([N+](=O)[O-])c1
2.7	O=C1c2ccc(Cl)cc2S(=O)(=O)c2cccc(C(=O)N3CCN(c4ccc(Cl)cn4)CC3)c21
8.6	COc1ccccc1NC(=O)CSc1ccc2nnc(-c3ccccn3)n2n1
2.0	O=C(CSc1ncnc2c1nnn2-c1ccc(F)cc1)NCC1CCCO1 (configuration not stated)
-2.0	Cc1ccc(S(=O)(=O)Nc2nc(C)c(NC(=O)Nc3ccc(Cl)cc3Cl)s2)cc1
0.5	O=C(COC(=O)c1cccnc1Cl)Nc1ccc2c(c1)OCCO2
1.8	O=C(Nc1ccc(F)cc1)C(Sc1nc2ccccc2[nH]1)c1ccccc1 (configuration not stated)
-1.2	Cc1ccccc1C(=O)N1CCC2CC1c1cc(-c3ccc(F)cc3)ccc12 (configuration not stated)
0.1	C/C=C(\C)CN1CCc2cc(OC)c(OC)cc2C1
0.7	Cc1ccc(SCCC(=O)N(C)C)cc1
4.2	Cc1ccc(C)c(SCc2noc(C(=O)NCC3CCCO3)c2C(=O)O)c1 (configuration not stated)
2.5	C=CCN(C(=O)c1csnn1)C(C(=O)NC1CCCC1)c1ccccc1 (configuration not stated)
-1.8	N#Cc1c(SCc2ccccc2)sc(C(=O)c2ccccc2)c1N

Filtered by structure, those above with an NH in an aromatic ring (2)
TTR transcr act	canonical_smiles
0.3	COC(=O)c1ccc(CSc2n[nH]c(-c3ccccc3)n2)o1
1.8	O=C(Nc1ccc(F)cc1)C(Sc1nc2ccccc2[nH]1)c1ccccc1 (configuration not stated)

Later entries
TTR transcr act	canonical_smiles
0.8	N#Cc1ccc(CN(c2ccncc2)S(=O)(=O)c2ccccc2)cc1
-1.7	Cn1nc(-c2ccc(C(=O)Nc3cccc(Cl)c3)cc2)c2ccccc2c1=O
0.5	Nc1nc2c(s1)CCCCCCCCCC2
0.6	COC(=O)Nc1ccc(S(=O)(=O)N2CCCC(C(=O)N3CCCCC3)C2)cc1 (configuration not stated)
5.1	COC(=O)c1sc(NC(=O)c2cccc([N+](=O)[O-])c2)c(C(N)=O)c1C
-2.1	CCOC(=O)c1ccc(NC(=O)CS(=O)(=O)c2cn(CC)c3ccccc23)cc1
1.8	COC(=O)c1cn(C(=O)c2ccc(C)c(C)c2)c2ccccc12
0.7	Cc1c(C)c2ccc(OC(C)C(=O)NCCc3c[nH]c4ccccc34)cc2oc1=O (configuration not stated)
1.9	COCCN1C(=O)CCC1(C)C(=O)NC1CCCC1 (configuration not stated)
-1.9	CCOC(=O)c1cc(-c2ccc(F)cc2)n(CCC(=O)NC2CCN(Cc3ccccc3)CC2)c1C
-2.3	COCC1CCCCN1C(=O)c1cccc(OC2CCN(C(=O)C3CC3)CC2)c1 (configuration not stated)
1.9	COc1ccc(C)cc1NC(=O)CO/N=C(\N)CC(=O)Nc1ccccc1OC
0.3	OCCC1CN(Cc2cccn2-c2cccnc2)CCN1Cc1ccc(F)cc1 (configuration not stated)
0.7	CN(C)CCCC1(O)c2ccccc2CCc2ccccc21
0.0	Cc1cc(N(C)/N=C/c2ccccc2)nc(-c2ccccc2O)n1
2.3	CCCCc1nnc(NC(=O)CS(=O)(=O)Cc2ccccc2)s1
1.0	COc1ccc(S(=O)(=O)N(C)C[C@H]2Oc3c(cccc3N(C)C)C(=O)N([C@H](C)CO)C[C@@H]2C)cc1
1.0	Cc1nc2ccccc2n1Cc1ccccc1
-0.2	NC1=NC(=O)/C(=C/c2ccc(Br)cc2)S1
-1.1	CCOC(=O)N1CCN(C(=O)C[C@H]2C[C@@]3(C(=O)OC)C(=C[C@H](C(C)C)O[C@@H]3C3CC3)N(Cc3ccc(Cl)cc3Cl)C2=O)CC1
-0.5	COC(=O)CCCNC(=O)c1ccc2oc(CCCc3ccccc3)nc2c1
-2.2	CC1(c2ccc(OCC#N)cc2)C=C(c2ccc(OCC#N)cc2)n2nc(C(F)(F)F)nc2N1 (configuration not stated)
-0.1	Cc1ccc2c(c1)CCO[C@@]21O[C@H](CCO)C[C@H](O)[C@H]1O
1.5	Cc1cccc(C)c1-n1nnnc1C(c1ccnc2ccccc12)N1CCN(CCN(C)C)CC1 (configuration not stated)
-1.4	O=C(Nc1cc(Cl)ccc1N1CCCCC1)c1cccs1

The results go on.
TTR transcr act	canonical_smiles
-1.0	CCc1noc(C)c1C(=O)Nc1sc(C(=O)N(C)C)c(C)c1C#N
5.1	COc1ccc(-c2cc(C(F)(F)F)nc(SCc3cccc(C(=O)O)c3)n2)cc1
1.9	O=C(CSc1ccccc1C(=O)O)NC1CCCCCCC1
-2.0	N=c1n(CCN2CCCCC2)c2ccccc2n1CC(=O)c1ccc(Cl)c(Cl)c1
3.6	Cn1cc(Cl)c(C(=O)OCC(=O)Nc2cccc(Cl)c2)n1
-0.4	CC(=O)Nc1cccc(OCc2ccc([N+](=O)[O-])cc2)c1
0.0	COC(=O)[C@H](Cc1ccccc1)NC(=O)NCCC1=CCCCC1
3.5	COc1ccc(/C=C(/NC(=O)c2ccco2)C(=O)Nc2ccc(C(=O)O)cc2)cc1
1.5	Cc1cccc(OCC(=O)NCC(c2cccs2)N2CCOCC2)c1 (configuration not stated)
-1.6	O=C(Cn1nnc2ccccc21)Nc1ccc([N+](=O)[O-])cc1
-0.1	COc1ccc(-c2nc(N)n(C(=O)c3ccc(C)cc3)n2)cc1
-0.7	CCN(CC)CCN1CCn2c3c(c4cc(C)ccc42)CCCC31 (configuration not stated)
-0.1	Cc1cc(N(CC(=O)NC2CC2)S(C)(=O)=O)ccc1Br
0.7	CC(=O)NC1=NC(=O)C(C)S1 (configuration not stated)
1.1	COc1ccccc1CNC(=O)c1ccc2c(=O)n(CC3CCCO3)c(=S)[nH]c2c1 (configuration not stated)
-6.5	NC1=NC[C@H](CC2CCCCC2)N1CCc1cc(C(F)(F)F)cc(C(F)(F)F)c1
-0.8	O=c1ccn([C@@H]2O[C@H](CNS(=O)(=O)c3csc(-c4ccno4)c3)[C@@H](O)[C@H]2O)c(=O)[nH]1
0.7	O=S(=O)(NCCC1=CCCCC1)c1ccc(F)cc1
0.8	CCN(C(=O)COc1ccccc1)C1CCCCC1
-1.5	Cc1noc(C)c1S(=O)(=O)N(C)C[C@H]1OCCCC[C@@H](C)Oc2ccc(NS(=O)(=O)c3cn(C)cn3)cc2C(=O)N([C@H](C)CO)C[C@@H]1C
1.7	O=C(Nc1nc(-c2ccc(F)cc2)cs1)c1cccc(N2C(=O)CCC2=O)c1
-1.1	COc1ccc(NC(=O)c2ccc(-n3cncn3)c([N+](=O)[O-])c2)cc1
-7.3	Cc1ccc(CN2C(=O)C(CC(C)C)Nc3ncnc(N4CCN(c5ccccn5)CC4)c32)cc1 (configuration not stated)
0.6	O=C(COC(=O)c1cccnc1Cl)NCCC1=CCCCC1
7.5	O=C(Nc1ccccc1C(=O)O)c1ccc(NC(=O)C2CCCCC2)cc1

A different layout for 4 compounds above:
structure: COc1ccc(-c2cc(C(F)(F)F)nc(SCc3cccc(C(=O)O)c3)n2)cc1
  TTR transcr act: 5.1

structure: O=C(CSc1ccccc1C(=O)O)NC1CCCCCCC1
  TTR transcr act: 1.9

structure: N=c1n(CCN2CCCCC2)c2ccccc2n1CC(=O)c1ccc(Cl)c(Cl)c1
  TTR transcr act: -2.0

structure: Cn1cc(Cl)c(C(=O)OCC(=O)Nc2cccc(Cl)c2)n1
  TTR transcr act: 3.6

4 of the entries above in order of their number in TTR transcr act, largest number first:
TTR transcr act	canonical_smiles
1.7	O=C(Nc1nc(-c2ccc(F)cc2)cs1)c1cccc(N2C(=O)CCC2=O)c1
-0.7	CCN(CC)CCN1CCn2c3c(c4cc(C)ccc42)CCCC31 (configuration not stated)
-1.1	COc1ccc(NC(=O)c2ccc(-n3cncn3)c([N+](=O)[O-])c2)cc1
-1.6	O=C(Cn1nnc2ccccc21)Nc1ccc([N+](=O)[O-])cc1

(more compounds)
TTR transcr act	canonical_smiles
0.7	O=C(NCC1CC1)c1onc(CSc2ccccc2)c1C(=O)NCC1CC1
0.9	CC(Oc1ccc(F)cc1)C(=O)NN (configuration not stated)
2.3	CC1(CCOCc2ccccc2)NC(=O)NC1=O (configuration not stated)
2.1	C=CCNc1nc2c(c(=O)n(C)c(=O)n2C)n1CC(=C)C
-0.5	CC(=O)N(C1=C(N)C(=O)c2ccccc2C1=O)C(C)C
1.0	COc1ccc(S(=O)(=O)Nc2ccccc2C(=O)NC2CC2)cc1NC(C)=O
-1.7	C=CCn1cc(C(=O)OCC)c(=O)c2ccc(F)cc21
0.9	O=C(CCc1ccccc1)NNC(=O)COc1ccc(Cl)cc1
0.5	CN(CC(=O)NCc1ccc2c(c1)OCO2)S(=O)(=O)c1ccc(Br)s1
1.5	Cc1ccc(-c2ccc(C(=O)Nc3ccccc3)o2)c2ccccc12
-0.6	CCn1ncc(C2=NOC(C(=O)NCCc3ccccc3)C2)c1C (configuration not stated)
0.6	CC1CCCC(C)N1C(=O)CN1C(=O)C(C)(C)Oc2ccc(C(=O)NC3CCCC3)cc21 (configuration not stated)
0.4	CC(C)(C)/C=N/NC(=O)CNC(=O)c1ccc2c(c1)OCCO2
-1.1	O=C(Nc1ccccc1)OCc1cc(-c2ccc(Cl)cc2)on1
-0.6	Cc1ccc(/C=N/NC(=O)c2ccncc2)s1
0.0	Cc1ccc(S(=O)(=O)Nc2ccc3c(c2)C(=O)N([C@H](C)CO)C[C@H](C)[C@@H](CN(C)C(=O)Nc2ccc(C(F)(F)F)cc2)O3)cc1
-0.1	CN(C)C(=O)c1ccc(NC(=O)CSc2nnc(-c3ccc4c(c3)OCO4)o2)cc1
2.9	NS(=O)(=O)c1ccc(CCN2C(=O)/C(=C\c3ccc(Cl)cc3)SC2=S)cc1
-4.0	CCOc1cc(NC(=O)CCl)c(OCC)cc1NC(=O)CCl
-3.1	CC(C)OP(=O)(OC(C)C)C(NC(=O)c1ccccc1Br)C(N)=O (configuration not stated)
-1.1	CC1=CN2CC(O)CN=C2C=C1 (configuration not stated)
1.4	N#CC1=C(N)Oc2n[nH]c(-c3ccccc3)c2C1c1ccncc1 (configuration not stated)
2.1	COC(=O)CNC(=O)CSc1nnc(-c2ccc(OC)cc2)n1CC(C)C
3.2	COc1ccc(-c2nc(-c3cccnc3)no2)cc1OC
-0.6	CCc1ccc(/C=C2\SC(=S)N(CCCC(=O)Nc3nccs3)C2=O)cc1

Other structures.
TTR transcr act	canonical_smiles
-1.9	O=C(NC(=S)NNC(=O)[C@H]1C[C@@H]1c1ccccc1)c1cccc(F)c1
0.4	O=C(COC(=O)c1ccc([N+](=O)[O-])s1)NCc1ccccc1
-0.1	COC(=O)c1ccc(C(=O)NC2CCCN(Cc3ccc(Cl)cc3)C2)nc1 (configuration not stated)
0.3	O=C(CN1CCc2ccccc2C1)Nc1ccc(F)cc1F
1.4	Cc1ccc2[nH]c(=O)c(CN(Cc3ccccc3Cl)C(=O)N3CCOCC3)cc2c1
8.2	Cc1noc(C)c1CN1C(=O)NC2(CCc3ccccc3C2)C1=O (configuration not stated)
2.5	CCOC(=O)c1[nH]c(COC(=O)c2ccccc2NC(=O)c2ccco2)c(C(=O)OCC)c1C
0.3	COc1ccc2c(c1)CCc1cn3nc(C)cc3nc1-2
2.5	O=c1[nH][nH]c2cc(=O)n(-c3ccc(Cl)cc3)nc12
3.1	Cc1ccc(N2CCN(CCCCN3C(=O)C4CCCN4C3=O)CC2)cc1 (configuration not stated)
0.7	COCc1cc(=O)[nH]c(=S)[nH]1
4.8	CCc1ccccc1NC(=O)CN1CCN(C(=O)c2cccc(-n3cnnn3)c2)CC1
-1.7	COc1ccccc1-c1nnc(SC2CCc3ccccc3NC2=O)s1 (configuration not stated)
-2.7	Cc1cccnc1NC(=O)c1c(O)c2ccccc2n(C)c1=O
-2.2	CCOC(=O)c1cccc(NC(=O)Nc2ccc(OCC)cc2)c1
-1.4	Cc1ccc2c(=O)c(C(=O)NCc3cccs3)c[nH]c2c1
3.3	CCN(CC(=O)NC1CCS(=O)(=O)C1)c1ccc(S(=O)(=O)N(CC)CC)cc1[N+](=O)[O-] (configuration not stated)
0.5	Cc1cc(C)n2c(NCc3ccccc3)c(CC(C)C)nc2n1
1.8	COc1ccc(CCNC(=O)C(=O)c2c[nH]c3ccccc23)cc1OC
-1.1	CCC(CC)C(=O)NN(C(=O)c1ccncc1)C1CC(=O)N(c2ccccc2)C1=O (configuration not stated)
1.5	CN(C)S(=O)(=O)c1cccc(NC(=O)c2cc3c(=O)n4ccccc4nc3s2)c1
-2.2	CCOC(=O)c1cnc2c(ccc3ccccc32)c1Cl
4.2	O=C(NC1CCCCC1)C(C1CC1)N1CCc2ccccc2C1 (configuration not stated)
0.9	O=C(CCn1cnc2ccccc2c1=O)Nc1cccc(Cl)c1Cl
